# Screening results deposited in PubChem by National Center for Advancing Translational Sciences (NCATS).
# KB-3-1 cytotox – qHTS assay for MDR1-selective chemotherapeutics: Primary screen using the parental adenocarcinoma cell KB-3-1 | KB-3-1 viability, CellTiter-Glo ATP luminescence, 72 h | Potency, µM (doses to about 46.1 µM), without a hit: at the top dose activity change, negative = cytotoxic, usual class: cytotoxic | 400,000 tested, 1.4% active | AID 1347075, 2019; further: potency means the concentration at half of the fitted maximal effect; on the % scale 0 is the no-effect control and ±100 the full control effect; nearly all actives have a fitted effect of over 60% in size
#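 Here the drug-naive KB-3-1 line serves as comparator for MDR sub-line selectivity; cells received compound titrations, 72 h at 37 °C, then CellTiter-Glo readout.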
# MCF10A rereplic – A quantitative high throughput screen for small molecules that induce DNA re-replication in MCF 10a normal breast cells | 350,000 tested, 2.9% active | MCF 10A DNA re-replication, Hoechst nuclear intensity, 48 h | AID 624296, 2012 | Potency, µM (top dose mostly 46.1 µM), without a hit: top-dose activity, positive = re-replication, hits mostly activators; further: potency means the concentration at half of the fitted maximal effect; % of control where 0% means no effect; nearly all actives have a fitted effect of over 50% in size
# HT1080-NT tox – qHTS for induction of synthetic lethality in tumor cells producing 2HG: qHTS for the HT-1080-NT fibrosarcoma cell line; HT-1080-NT fibrosarcoma viability, CellTiter-Glo ATP luminescence, 48 h; AID 686970, 2013; 360,000 tested, 1.6% active; Potency, µM (highest dose often 46.1 µM), without a hit: top-dose activity, negative = less viability, most hits filed as cytotoxic;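 further: NT is the 2HG producing partner of a matched IDH1 knockdown line; potency means the concentration at half of the fitted maximal effect; 0% = DMSO-treated cells and -100% = media-only wells without cells; nearly all actives have a fitted effect of over 55% in size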
#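 Fibrosarcoma NT cells, 750 per well in 5% FBS RPMI, were exposed to compound for 48 hours. Viability: CellTiter-Glo luminescence.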
# IL-1B inflam inh – qHTS for Inhibitors of Inflammasome Signaling: IL-1-beta AlphaLISA Primary Screen; THP-1 LPS/ATP IL-1B secretion, AlphaLISA, 16 h; hits give low values; activity change, % at 57.5 µM; 360,000 tested, 4.7% active; AID 743279, 2014; in the data active means activity change below about -50%; inconclusive means mostly about -30% to -49%; further: on the % scale 0 is the no-effect control and ±100 the full control effect
#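 THP-1 cells pretreated 1 hr with compounds (up to 57.5 uM final), then stimulated with LPS (250 ng/mL final) plus ATP (1.25 mM final); secreted IL-1B measured by AlphaLISA after 16 hr, decreased signal indicating inhibition.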
# SW480 rereplic – A quantitative high throughput screen for small molecules that induce DNA re-replication in SW480 colon adenocarcinoma cells | Potency, µM (titrated, usually from 46.1 µM), without a hit: at the highest dose re-replication activation, most hits filed as activators | 340,000 tested, 1.8% active | AID 624297, 2012 | SW480 DNA re-replication, Hoechst DNA content imaging, 48 h; further: potency means the concentration at half of the fitted maximal effect; % of control where 0% means no effect; nearly all actives have a fitted effect of over 55% in size
#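 Treated cells incubate 48 hr (37 C, 5% CO2), are stained 40 min with Hoechst, and nuclear fluorescence is enumerated; a rise in nuclei with high DNA signal marks re-replication.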
# ATXN2 expr inh – Primary qHTS for Inhibitors of ATXN expression; 360,000 tested, 0.72% active; Potency, µM (titrated, usually from 57 µM), without a hit: top-dose activity change, negative = inhibition, most hits filed as inhibitors; AID 1745845, 2022; HEK-293 ATXN2-luciferase reporter, luminescence, 24 h; further: potency means the concentration at half of the fitted maximal effect; on the % scale 0 is the no-effect control and ±100 the full control effect; nearly all actives have a fitted effect of over 55% in size
#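 qHTS (up to 57 uM final) was run with 24 h compound exposure of reporter cells at 37 °C. Each well was multiplexed: SteadyGlo luminescence measured ATXN2-luciferase expression after a fluorogenic Gly-Phe-AFC viability readout (25 uM final).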
# KB-V1 cytotox – qHTS assay for MDR1-selective chemotherapeutics: Primary screen using the drug-selected MDR subline cells KB-V1; Potency, µM (highest dose often 46.1 µM), without a hit: at the top dose activity change, negative = cytotoxicity, actives largely listed as cytotoxic; KB-V1 MDR cells viability, CellTiter-Glo, 72 h; 400,000 tested, 3.4% active; AID 1347076, 2019; further: potency means the concentration at half of the fitted maximal effect; on the % scale 0 is the no-effect control and ±100 the full control effect; nearly all actives have a fitted effect of over 60% in size
#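 Readout: CellTiter-Glo luminescence, 10 min after addition. Cells: KB-V1 MDR subline, 72 h at 37 degrees C with compound. Analysis: corrected, normalized data fitted to concentration-effect curves.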
# WRN inhibitor – qHTS for Inhibitors of WRN Helicase | WRN helicase unwinding, fluorescent forked duplex, kinetic | Potency, µM (doses to about 114 µM), for the others: top-dose activity change, negative = inhibition, most hits filed as inhibitors | 360,000 tested, 0.46% active; further: potency means the concentration at half of the fitted maximal effect; on the % scale 0 is the no-effect control and ±100 the full control effect; nearly all actives have a fitted effect of over 55% in size
# Target sequence (Q14191 whole entry, looked up): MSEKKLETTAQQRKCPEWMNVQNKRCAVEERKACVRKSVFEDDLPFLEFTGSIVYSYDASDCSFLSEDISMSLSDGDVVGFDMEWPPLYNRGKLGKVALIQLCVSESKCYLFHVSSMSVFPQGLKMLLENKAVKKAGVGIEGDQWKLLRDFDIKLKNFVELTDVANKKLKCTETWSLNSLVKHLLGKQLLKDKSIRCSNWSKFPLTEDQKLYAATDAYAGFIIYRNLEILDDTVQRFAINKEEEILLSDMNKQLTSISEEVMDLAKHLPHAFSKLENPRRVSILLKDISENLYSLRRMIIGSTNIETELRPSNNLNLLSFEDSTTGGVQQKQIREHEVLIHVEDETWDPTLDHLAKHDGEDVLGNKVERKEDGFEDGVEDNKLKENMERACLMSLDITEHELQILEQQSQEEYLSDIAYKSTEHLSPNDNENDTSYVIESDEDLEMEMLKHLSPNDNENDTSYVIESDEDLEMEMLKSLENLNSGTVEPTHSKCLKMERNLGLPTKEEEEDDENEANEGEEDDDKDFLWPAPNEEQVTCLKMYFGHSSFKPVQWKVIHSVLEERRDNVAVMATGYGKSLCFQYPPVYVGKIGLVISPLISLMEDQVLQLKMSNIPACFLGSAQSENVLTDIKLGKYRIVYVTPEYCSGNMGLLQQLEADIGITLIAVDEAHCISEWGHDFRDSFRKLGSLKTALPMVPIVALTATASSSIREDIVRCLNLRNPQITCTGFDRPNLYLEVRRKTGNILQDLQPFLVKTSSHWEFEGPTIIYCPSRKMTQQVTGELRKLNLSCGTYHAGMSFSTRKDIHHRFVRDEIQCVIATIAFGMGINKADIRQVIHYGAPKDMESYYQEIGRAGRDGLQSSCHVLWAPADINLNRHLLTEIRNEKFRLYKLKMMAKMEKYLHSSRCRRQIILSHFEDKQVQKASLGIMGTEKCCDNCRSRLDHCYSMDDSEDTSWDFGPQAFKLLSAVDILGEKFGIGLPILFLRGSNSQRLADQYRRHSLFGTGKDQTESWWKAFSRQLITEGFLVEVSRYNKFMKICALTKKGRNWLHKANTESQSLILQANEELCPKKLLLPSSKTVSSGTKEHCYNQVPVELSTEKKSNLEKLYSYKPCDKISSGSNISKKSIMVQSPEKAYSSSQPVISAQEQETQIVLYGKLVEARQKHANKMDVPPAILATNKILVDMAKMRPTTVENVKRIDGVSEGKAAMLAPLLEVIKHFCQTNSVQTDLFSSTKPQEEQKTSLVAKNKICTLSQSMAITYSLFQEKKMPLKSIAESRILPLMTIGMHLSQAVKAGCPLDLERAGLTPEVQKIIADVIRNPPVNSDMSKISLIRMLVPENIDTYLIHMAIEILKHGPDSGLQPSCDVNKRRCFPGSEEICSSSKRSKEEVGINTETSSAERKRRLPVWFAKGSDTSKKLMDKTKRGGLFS
#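 WRN at 20 nM final preincubated with compound 15 min at room temperature; reaction started with 100 nM fluorophore/quencher forked duplex oligonucleotide and 2 mM ATP final. Unwinding followed kinetically by red fluorescence (ex 525, em 598 nm).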
# HT1080 IDH1KD tx – qHTS for induction of synthetic lethality in tumor cells producing 2HG: qHTS for the HT-1080-IDH1KD cell line. HT-1080 IDH1 knockdown viability, ATP luminescence, 48 h. Potency, µM (top dose mostly 46.1 µM), inactives show at the highest dose activity, negative = toxicity, hits mostly cytotoxic. 360,000 tested, 2% active;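 further: potency means the concentration at half of the fitted maximal effect; 0% = DMSO wells and -100% = cell-free medium wells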
#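 Viability of IDH1-knockdown HT-1080 fibrosarcoma cells was assessed by CellTiter-Glo after 48 h at 37 °C with titrated compound; concentration-effect curves were classified by fit quality and response size.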
# An asterisk follows results filed as active; i = inactive; ? = inconclusive; · = not tested or not shown; [ ] = remark or other dose. Unless noted, the call rests on the fitted dose curve; in most records, active means well fitted curve in the direction sought with a large enough effect; inconclusive means small, poorly fitted or top-dose-only effect, or another doubt; inactive means no such curve, though single readings can be large; an effect the other way counts as inactive or inconclusive.
SMILES,KB-3-1 cytotox,MCF10A rereplic,HT1080-NT tox,IL-1B inflam inh,SW480 rereplic,ATXN2 expr inh,KB-V1 cytotox,WRN inhibitor,HT1080 IDH1KD tx
COc1ccccc1C(=O)NCC(=O)NCCSc1ccc(Br)cc1,?,-0.7%,12.7%,-1.1,-7.3%,-29.2%,0.0%,2.4%,9.1%
O=C1CC(SCCO)C(=O)N1c1ccc(Oc2ccccc2)cc1 (configuration not stated),-7.8%,-27.9%,-8.0%,7.7,-0.6%,1.3%,8.3%,-1.7%,-8.9%
COc1ccc(-c2ccc3oc(-c4ccsc4)cc(=O)c3c2)cn1,0.0%,0.6%,-4.1%,-16.3,2.91µM*,25.1%,-2.5%,1.2%,11.1%
Cc1ccccc1OCC(=O)NNC(=O)Cn1[nH]c(=O)c2ccccc2c1=O,6.1%,-2.8%,-5.4%,21.5,2.2%,-0.9%,4.4%,-1.4%,-21.2%
CC(=O)Nc1ccc(-c2c(C)cc3oc(=O)cc(-c4ccccc4)c3c2C)cc1,5.9%,?,-12.4%,-13.1,-2.5%,-29.5%,13.1%,0.2%,-17.8%
CCc1cccc(C)c1NC(=O)CN(C)Cc1cccc(F)c1,1.1%,-0.5%,1.3%,7.1,1.8%,-28.3%,-12.1%,-0.9%,-5.9%
C=CCNC(=O)/C(=C\c1ccc(OC)cc1)NC(=O)c1ccc([N+](=O)[O-])cc1,-0.3%,-10.4%,4.5%,0.0,7.7%,-11.5%,0.6%,-0.4%,5.4%
Cc1ccccc1NC(=O)CN1C(=S)NC(C)(C)CC1C (configuration not stated),7.0%,-1.1%,-4.1%,17.4,1.8%,-14.3%,-15.7%,-26.8%[57.1 µM],-7.2%
Cc1ccc(C2SCC(=O)N2Cc2ccccc2)cc1 (configuration not stated),-14.4%,-1.2%,-0.6%,5.9,9.6%,-16.3%,0.2%,-2.3%,-9.5%
CC(C)(C)n1nnnc1C(c1cccnc1)N1CCN(c2cccc(C(F)(F)F)c2)CC1 (configuration not stated),0.0%,6.1%,0.1%,-0.6,-1.1%,-7.3%,?,-13.1%,-8.4%
CNc1nc(Sc2ccccc2)cc(C(F)(F)F)n1,1.4%,13.8%,-5.2%,15.3,?,0.1%,-12.7%,0.9%,-0.6%
O=C(Cc1ccccc1)NCC(=O)N1CCC1,-5.2%,-1.6%,-3.9%,21.0,-14.9%,0.7%,14.1%,-27.9%,1.8%
COc1ccccc1OCC(=O)NC1CCCc2ccccc21 (configuration not stated),-6.3%,-11.8%,-11.3%,3.5,12.0%,-18.0%,-6.5%,3.9%,-1.1%
Cc1ccc(C2(c3ccc(C)cc3)CC2C(=O)Nc2ccc([N+](=O)[O-])cc2O)cc1 (configuration not stated),?,?,20.6µM*,-73.4*,19.4%,15.8µM*,14.6µM*,-10.9%,16.4µM*
O=C(CSc1nc2[nH]ncc2c(=O)[nH]1)Nc1cc(C(F)(F)F)ccc1Cl,0.0%,·,-1.1%,41.7,·,·,4.0%,-1.9%,0.7%
CC1CCN(Cc2cc(=O)oc3ccc(C(C)C)cc23)CC1,-14.0%,18.9%,-0.7%,-4.2,-10.6%,0.2%,-6.0%,-1.8%,-2.4%
O=C(CCNC(=O)C1CCN(S(=O)(=O)c2ccc(F)cc2)CC1)NCc1ccccc1,-2.2%,3.5%,0.4%,-6.0,-7.2%,-2.2%,0.0%,5.6%,9.0%
CCCCOc1ccc(NC(=O)[C@@H]2CCCN2C(=O)C2CCN(S(=O)(=O)c3ccc(C)cc3)CC2)cc1,-1.2%,?,-1.3%,-3.5,?,10.3%,-21.9%,-2.5%,-1.9%
CCOC(=O)c1ccccc1-c1cn2cc(Cl)ccc2n1,8.1%,-21.6%,-15.5%,25.1,14.6%,-1.7%[11.3 µM],?,-28.7%[57.1 µM],0.7%
COc1ccc(OC)c(-c2csc(NC(=O)C3=NNC(=O)CC3)n2)c1,7.0%,-5.0%,-13.7%,-15.8,2.0%,-8.6%[11.3 µM],2.7%,-5.6%,-1.0%
COc1ccc(C(=O)N2[C@@H](C(C)C)COc3cc(Br)ccc3S2(=O)=O)cc1,?,-1.5%,-21.6%,6.1,-30.9%[inhibitor],?,?,2.3%,?
CC(=O)c1cccc(Nc2ccc(Br)cc2)c1,0.0%,·,-1.1%,1.0,·,81.3%[activator],22.4%,-0.1%,0.8%
COC(=O)C1=C(C)N=C2SC(C#N)=C(N)N2C1c1cccc(OC)c1 (configuration not stated),-3.4%,25.9%,-2.5%,9.7,0.1%,0.2%,-8.9%,-0.7%,-1.1%
COc1ccccc1NC(=O)c1cnc2c(-c3ccccc3)c(C)nn2c1C,-2.0%,?,4.9%,-17.6,0.7%,15.5%[11.3 µM],?,-33.3%[57.1 µM],9.9%
CCOc1cc2[nH]c(=S)n(Cc3ccc(C(=O)O)cc3)c(=O)c2cc1OCC,23.8%,-0.4%,6.3%,35.2,-1.5%,2.6%,1.8%,-15.2%[57.1 µM],11.2%

# Single records, as listed above. Order of screens: KB-3-1 cytotox	MCF10A rereplic	HT1080-NT tox	IL-1B inflam inh	SW480 rereplic	ATXN2 expr inh	KB-V1 cytotox	WRN inhibitor	HT1080 IDH1KD tx
# `O=C1CC(SCCO)C(=O)N1c1ccc(Oc2ccccc2)cc1` (configuration not stated) across the screens: -7.8%	-27.9%	-8.0%	7.7	-0.6%	1.3%	8.3%	-1.7%	-8.9%
# `CCOc1cc2[nH]c(=S)n(Cc3ccc(C(=O)O)cc3)c(=O)c2cc1OCC` across the screens: 23.8%	-0.4%	6.3%	35.2	-1.5%	2.6%	1.8%	-15.2%[57.1 µM]	11.2%
# `COc1ccccc1NC(=O)c1cnc2c(-c3ccccc3)c(C)nn2c1C` across the screens: -2.0%	?	4.9%	-17.6	0.7%	15.5%[11.3 µM]	?	-33.3%[57.1 µM]	9.9%

# (list continues)
SMILES,KB-3-1 cytotox,MCF10A rereplic,HT1080-NT tox,IL-1B inflam inh,SW480 rereplic,ATXN2 expr inh,KB-V1 cytotox,WRN inhibitor,HT1080 IDH1KD tx
COC(=O)C1=C(CS(=O)(=O)c2ccc(Cl)cc2)NC(=O)NC1c1ccc(O)c(OC)c1 (configuration not stated),9.2%,1.2%,4.6%,17.2,-1.4%,3.2%,?,15.3%,7.5%
Cc1cc(C(=O)OCc2nc3ccccc3s2)c(C)o1,-6.8%,1.3%,11.3%,7.2,?,67.2%[activator],?,2.9%,-0.4%
CC1Cc2ccccc2N1C(=O)C1CCCCN1S(=O)(=O)c1ccccc1 (configuration not stated),-1.0%,?,11.7%,21.2,4.5%,5.0%,?,-3.7%,8.0%
CCc1ccccc1NC(=O)CCc1nc(-c2cccs2)no1,11.4%,-7.2%,9.0%,5.0,0.9%,15.1%,6.2%,3.1%,5.7%
COC(=O)c1ccc(CS(=O)(=O)c2ccccc2C)o1,14.1%,16.6%,2.5%,-8.6,-7.5%,3.3%,-1.7%,-4.6%,3.8%
CNC(=O)N(C1=NCC(C)(C)S1)c1ccc(F)c(Cl)c1,?,?,-18.0%,12.7,?,-7.5%,-0.9%,6.7%,-29.1%
Cc1nc([N+](=O)[O-])cn1CC(=O)c1ccc(OC(F)(F)F)cc1,-8.7%,-2.7%,-3.9%,23.0,11.3%,24.7%,8.0%,-5.3%,-6.3%
COCCCC1CCN(C(=O)C2CCC(=O)N(C3CCCC3)C2)CC1 (configuration not stated),-6.6%,3.8%,-2.1%,i,-13.1%,-2.8%,-26.0%,-14.3%,12.0%
CCOC1(OCC)C(c2ccc(Cl)cc2)C(C#N)(C#N)C1(OCC)OCC (configuration not stated),?,?,?,-57.3*,?,?,?,6.3%,?
COCCNc1nc(Oc2cncc(Cl)c2)c2sccc2n1,0.0%,·,-6.3%,-27.0,·,2.6%,-3.9%,1.0%,-9.1%
COc1ccc(CCNC(=O)C2CCN(S(=O)(=O)c3cc(OC)ccc3OC)CC2)cc1,-7.0%,-1.6%,7.4%,4.0,-1.5%,-11.0%,-2.9%,4.9%,4.8%
O=C(Nc1ccc2c(c1)OCCO2)c1cnc2n(c1=O)CCS2,13.1%,21.2%,3.2%,-5.2,-13.9%,11.9%,13.0%,-3.4%,11.8%
CC(=O)Nc1cncc(-c2cccc(C(=O)NCCN(C)C)c2)n1,0.0%,·,7.4%,3.9,·,4.6%,-0.6%,2.0%,15.4%
COc1cc2c(cc1OC)C(C)N(C(=O)/C=C/c1cc(OC)c(OC)c(OC)c1)CC2 (configuration not stated),-7.0%,?,-0.6%,-22.2,-12.3%,-25.4%,10.5%,3.7%,-7.3%
CSc1nsc(SCC(=O)Nc2ccccc2C(N)=O)n1,-2.3%,?,-6.1%,33.0,-0.6%,5.8%,?,2.3%,-10.0%
O=C(NCCCNC(=O)c1ccccc1)c1ccccc1,14.6%,?,0.0%,1.6,-0.3%,-3.9%,-9.6%,1.1%,8.7%
Cc1ccc(C)c(NC(=O)C2(C)CC3c4ccccc4C2c2ccccc23)c1 (configuration not stated),-1.0%,0.1%,2.2%,36.7,13.1%,-0.2%,-1.8%,-4.3%,-2.9%

# Compounds as they come; about 12% have a hit in one of these screens.
